Source: PubChem
U2OS ROS induce – raises reactive oxygen species in U2OS cancer cells; U2OS ROS induction, H2DCF-DA fluorescence; ROS induction (% of piperlongumine), % at 10 µM; actives 2% (n = 46,000); in the data active = ROS induction above about 79%, passing the limit was not always enough; inconclusive = no clear call, values can overlap the other calls;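 also: 0% = DMSO vehicle median and 100% = reference compound median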
* hit, by the source's call; ? = inconclusive.

molecule	U2OS ROS induce
C[C@@H]1CN([C@H](C)CO)C(=O)Cc2cc(NC(=O)C3CCCCC3)ccc2O[C@H]1CN(C)Cc1ccccc1	-3
O=C(NCCc1ccccc1)N1c2ccccc2Sc2ccccc21	27
C[C@H](CO)N1C[C@H](C)[C@H](CN(C)Cc2ccc(C(F)(F)F)cc2)Oc2ccc(NC(=O)C3CC3)cc2CC1=O	11
Cc1noc(C)c1NC(=O)Nc1cccc2c1O[C@@H](CN(C)CC1CC1)[C@H](C)CN([C@@H](C)CO)C2=O	-7
Cc1noc(C)c1NC(=O)Nc1cccc2c1O[C@H](CN(C)CC1CC1)[C@H](C)CN([C@H](C)CO)C2=O	-14
CC(C)COC(=O)N(C)C[C@@H]1OCc2cnnn2CCCC(=O)N([C@H](C)CO)C[C@H]1C	49
COc1ccc(NC(=O)Nc2ccc3c(c2)C(=O)N([C@@H](C)CO)C[C@H](C)[C@H](CN(C)C(=O)NC2CCCCC2)O3)cc1	-11
C[C@@H]1CN([C@H](C)CO)C(=O)Cc2cc(NC(=O)c3ccncc3)ccc2O[C@@H]1CN(C)Cc1ccc(-c2ccccc2)cc1	11
Cc1cccc2nc(Cn3ccccc3=O)cn12	30
CCOc1ccc(NC(=O)CCc2ccc(OC)cc2)cc1	-4
CC(C)(C)c1cc(C(F)(F)F)c(C#N)c(SCC(=O)Nc2cccc(F)c2)n1	-5
C[C@@H]1CCCCO[C@H](CN(C)Cc2ccc(Cl)c(Cl)c2)[C@@H](C)CN([C@H](C)CO)C(=O)c2cc(NC(=O)Cc3ccccc3)ccc2O1	25
C[C@@H]1CN([C@H](C)CO)C(=O)c2cc(NC(=O)Nc3ccccc3)ccc2O[C@@H]1CN(C)C(=O)Nc1ccccc1	0
Cc1ccc(S(=O)(=O)N(C)C[C@H]2Oc3ccc(NC(=O)c4ccncc4)cc3C(=O)N([C@H](C)CO)C[C@H]2C)cc1	-6
Cc1cccc(NC(=O)Cn2nc(-c3ccc(Cl)cc3)c3ccccc3c2=O)c1	-20
COc1ccc(NC(=O)Nc2cccc3c2O[C@@H](CN(C)C(=O)Nc2ccc(C(F)(F)F)cc2)[C@@H](C)CN([C@H](C)CO)C3=O)cc1	6
C[C@H](CO)N1C[C@H](C)[C@H](CN(C)S(C)(=O)=O)Oc2ccc(NC(=O)Cc3cn(C)c4ccccc34)cc2CC1=O	3
COC(=O)c1cc(C)cc(O)c1C(=O)c1c(O)cccc1O	2
O=S1(=O)C=C(SCCN2CCOCC2)c2ccccc21	-24
Cc1noc(C)c1NC(=O)Nc1ccc2c(c1)C(=O)N([C@H](C)CO)C[C@H](C)[C@H](CN(C)S(=O)(=O)c1c(C)noc1C)OCCCC[C@@H](C)O2	33
COCCOC(=O)N1C(=O)[C@@]2(c3ccccc31)[C@H](C(N)=O)[C@H]1C(=O)O[C@H](c3ccccc3)[C@H](c3ccccc3)N1[C@@H]2c1ccc(O)cc1	3
CCCCCCC/C=N/NC(=O)CCCCCCC(=O)OC	-8
O=C(COc1cc(Cl)c(Cl)cc1Cl)NCCN1CCOCC1	4
Cc1noc(C)c1NC(=O)Nc1cccc2c1O[C@@H](CN(C)C(=O)Nc1cccc3ccccc13)[C@@H](C)CN([C@H](C)CO)C2=O	-10
NC(=O)c1ccccc1NC(=O)COc1cc(Cl)c(Cl)cc1Cl	0
CC(C)NC(=O)N(C)C[C@H]1Oc2ccc(NS(=O)(=O)c3cn(C)cn3)cc2CC(=O)N([C@H](C)CO)C[C@H]1C	14
CC(C)NC(=O)Nc1cccc2c1O[C@@H](CN(C)S(=O)(=O)c1ccc(F)cc1)[C@H](C)CN([C@@H](C)CO)C2=O	-5
C[C@H]1CN([C@@H](C)CO)C(=O)c2cccc(NC(=O)Nc3ccccc3)c2O[C@H]1CN(C)C(=O)Nc1ccccc1	-6
C[C@H]1CN([C@@H](C)CO)C(=O)c2cccc(NC(=O)Nc3ccc(F)cc3)c2O[C@H]1CN(C)CC1CC1	4
COc1ccc(S(=O)(=O)Nc2ccc3c(c2)CC(=O)N([C@H](C)CO)C[C@H](C)[C@H](CN(C)S(=O)(=O)c2ccc(F)cc2)O3)cc1	2

An excerpt from further up, for reference:
molecule	U2OS ROS induce
C[C@@H]1CN([C@H](C)CO)C(=O)Cc2cc(NC(=O)C3CCCCC3)ccc2O[C@H]1CN(C)Cc1ccccc1	-3
O=C(NCCc1ccccc1)N1c2ccccc2Sc2ccccc21	27

(listing goes on)
molecule	U2OS ROS induce
CC(C)NC(=O)Nc1ccc2c(c1)CC(=O)N([C@@H](C)CO)C[C@H](C)[C@H](CN(C)Cc1ccc(C(F)(F)F)cc1)O2	2
COc1ccc(CN(C)C[C@@H]2Oc3ccc(NC(=O)Cc4ccccc4)cc3C(=O)N([C@@H](C)CO)C[C@@H]2C)cc1	5
CNC[C@@H]1OCc2cnnn2CCCC(=O)N([C@H](C)CO)C[C@@H]1C	-7
C[C@@H]1CN([C@H](C)CO)C(=O)Cc2cc(NC(=O)NC3CCCCC3)ccc2O[C@H]1CN(C)Cc1ccccc1	1
Cc1cc(Cl)ccc1N(CC(=O)Nc1c(C)n(C)n(-c2ccccc2)c1=O)S(C)(=O)=O	1
C[C@@H]1CN([C@H](C)CO)C(=O)CCCn2cc(nn2)CO[C@H]1CN(C)S(=O)(=O)c1ccccc1F	-11
N/C(CN1CCCCC1)=N\O	-6
Cc1cc(C)nc(Nc2n[nH]c(-c3cccnc3)n2)n1	28
COc1ccc(S(=O)(=O)N(C)C[C@H]2OCCCC[C@@H](C)Oc3ccc(NC(=O)Nc4cccc5ccccc45)cc3C(=O)N([C@H](C)CO)C[C@@H]2C)cc1	17
C[C@@H]1CCCCO[C@H](CN(C)CC2CCCCC2)[C@@H](C)CN([C@H](C)CO)C(=O)c2cc(NC(=O)CCCCCC(=O)Nc3ccccc3N)ccc2O1	-12
O=C(O)CNc1ncnc2oc(-c3ccccc3)c(-c3ccccc3)c12	?
O=C(Cn1nc(-c2cccc([N+](=O)[O-])c2)c2ccccc2c1=O)NCC1CCCO1 (stereo unspecified)	-6
COc1ccc(S(=O)(=O)Nc2ccc3c(c2)CC(=O)N([C@@H](C)CO)C[C@H](C)[C@@H](CN(C)C(=O)Nc2ccc(F)cc2)O3)cc1	18
COc1ccccc1N1CCN(CCn2c(=O)[nH]c3c([nH]c4ccccc43)c2=O)CC1	-2
C=C1C2(C)OC(=O)C34OC2C2=C(CO)C5(CCC2(C)C13C(=O)OC4C)C(O)CC(=O)OC5(C)C (stereo unspecified)	-8
O=C(NCc1cccs1)c1ccc2c(c1)N(Cc1ccccc1)C(=O)c1ccccc1S2	12
O=c1cc(-c2ccccc2)oc2cc(O)ccc12	5
C[C@H]1CN([C@@H](C)CO)C(=O)c2cc(NC(=O)CCN3CCOCC3)ccc2O[C@@H]1CN(C)Cc1ccncc1	-3
CC(C)OC(=O)N(C)C[C@H]1OCc2cnnn2CCCC(=O)N([C@@H](C)CO)C[C@@H]1C	-7
C=C1C(=O)O[C@@H]2C[C@H](C)[C@@H]3CC(=O)C(C)=C3C[C@H]12	93*
COc1ccccc1CNC(=O)C(C)n1cccc1C(=O)c1ccccc1 (stereo unspecified)	-6
C[C@@H]1CCCCO[C@H](CN(C)C(=O)Nc2cccc3ccccc23)[C@@H](C)CN([C@H](C)CO)C(=O)c2cc(NC(=O)C3CCCCC3)ccc2O1	22
CCOc1ccc(C(Nc2cccc(C)n2)c2ccc3ccc(C)nc3c2O)cc1 (stereo unspecified)	43
C[C@@H]1CN([C@H](C)CO)C(=O)c2cc(NS(=O)(=O)c3cn(C)cn3)ccc2O[C@@H]1CN(C)S(C)(=O)=O	-2
C[C@@H]1CN([C@@H](C)CO)C(=O)c2cccc(NS(=O)(=O)c3ccc(Cl)cc3)c2O[C@@H]1CN(C)C(=O)Nc1ccc(C(F)(F)F)cc1	25
Cc1cc(C)c2c(n1)sc1c(=O)n(Cc3ccccc3Cl)nnc12	81*
COc1ccc(C2C(C(=O)NCc3ccc(F)cc3)CCC(=O)N2c2ccc3c(c2)OCO3)cc1 (stereo unspecified)	-12
Cc1noc(C)c1-c1nc(CSc2ccccc2)no1	1
Cc1ccc(NC(=O)CSc2nnc(-c3ccncc3)o2)cc1C	-11
O=c1c(O[C@@H]2O[C@H](CO)[C@@H](O)[C@H](O)[C@H]2O)c(-c2ccc(O)c(O)c2)oc2cc(O)cc(O)c12	-8

Given as labelled records: four of the compounds above
C[C@@H]1CN([C@H](C)CO)C(=O)Cc2cc(NC(=O)c3ccncc3)ccc2O[C@@H]1CN(C)Cc1ccc(-c2ccccc2)cc1
  U2OS ROS induce = 11
Cc1cccc2nc(Cn3ccccc3=O)cn12
  U2OS ROS induce = 30
CCOc1ccc(NC(=O)CCc2ccc(OC)cc2)cc1
  U2OS ROS induce = -4
CC(C)(C)c1cc(C(F)(F)F)c(C#N)c(SCC(=O)Nc2cccc(F)c2)n1
  U2OS ROS induce = -5

New compounds follow:
molecule	U2OS ROS induce
COc1ccc(C#Cc2ccc3c(c2)[C@]2(C(=O)N3)[C@H](C(N)=O)[C@H]3C(=O)O[C@H](c4ccccc4)[C@H](c4ccccc4)N3[C@@H]2c2ccc(O)cc2)cc1	-1
O=P(Cc1ccccc1)(c1ccccc1)N(Cc1cccs1)CC1CCCO1 (stereo unspecified)	1
COc1cc(NC(=O)c2cnn3c(C(F)(F)F)cc(-c4ccco4)nc23)c(OC)cc1Cl	6
Cc1noc(C)c1S(=O)(=O)N(C)C[C@@H]1Oc2ccc(NC(=O)CCCCCC(=O)Nc3ccccc3N)cc2CC(=O)N([C@H](C)CO)C[C@H]1C	0
CCOC(=O)c1csc(N)n1	-7
CC(C)NC(=O)N(C)C[C@@H]1Oc2c(NC(=O)c3cnccn3)cccc2C(=O)N([C@@H](C)CO)C[C@@H]1C	-4
C[C@H](CO)N1C[C@H](C)[C@H](CN(C)Cc2ccc(C(=O)O)cc2)Oc2ccc(NC(=O)Nc3ccc4c(c3)OCO4)cc2C1=O	7
CCN(CC)C(=O)N1CCN(C)CC1	-3
C[C@@H]1CN([C@@H](C)CO)C(=O)c2cc(NC(=O)NC3CCCCC3)ccc2O[C@@H]1CN(C)C(=O)Nc1ccc(C(F)(F)F)cc1	23
Cc1nn2c(c1-c1ccccc1)NC(C(F)(F)F)(C(F)(F)F)NC2=O	-14
C[C@@H]1O[C@H]2Oc3c(-c4ccc(O)c(O)c4)oc4cc(O)c(c(O)c4c3=O)-c3cc(ccc3O)/C=C\C(=O)OC[C@H]3O[C@@H](O[C@H]([C@H]1O)[C@H]2O)[C@H](O)[C@@H](O)[C@@H]3O	-13
C[C@@H]1O[C@@H](O[C@H]2[C@@H]3C=CO[C@@H](O[C@@H]4O[C@H](CO)[C@@H](O)[C@H](O)[C@H]4O)[C@@H]3[C@@]3(CO)O[C@@H]23)[C@H](OC(=O)/C=C/c2ccc(O)c(O)c2)[C@H](O)[C@H]1O	-6
CCOC(=O)C1=C(C)N(CCO)C(=O)NC1c1ccc(O)cc1 (stereo unspecified)	-13
C[C@H](CO)N1C[C@H](C)[C@H](CN(C)C(=O)Nc2ccccc2)Oc2ccc(NS(=O)(=O)c3ccccc3)cc2CC1=O	-12
COc1ccc(S(=O)(=O)N(C)C[C@@H]2Oc3c(NS(=O)(=O)c4ccccc4)cccc3C(=O)N([C@H](C)CO)C[C@@H]2C)cc1	-1
O=C1CCS(=O)(=O)c2ccccc2N1Cc1ccccc1	-7
C[C@@H]1CN([C@@H](C)CO)C(=O)c2cc(NS(=O)(=O)c3ccccc3)ccc2O[C@@H]1CN(C)C	-1
COc1ccc([Si](C)(C)[C@@H]2[C@@H](CCn3cc([C@H](O)c4ccccc4)nn3)O[C@]3(C(=O)N(Cc4ccc(N5CCC5=O)cc4)c4ccccc43)[C@H]2C)cc1	58
O=[n+]1cc(-c2ccc(F)cc2)n([O-])c2c1CCC2	-20
Clc1cccc(-n2cc(-c3ccccc3)c3c(NCC4CCCO4)ncnc32)c1 (stereo unspecified)	45
COc1ccc(C(=O)O[C@H]2CC(C)=CC[C@]3(C)[C@@H]2[C@](O)(C(C)C)C[C@@H]3O)cc1	-1
CC(=O)N1N=C(c2ccc3ccccc3c2)OC12CCCC2	12
Cc1ccc(S(=O)(=O)N(C)C[C@@H]2Oc3c(NC(=O)c4nc5ccccc5s4)cccc3C(=O)N([C@@H](C)CO)C[C@@H]2C)cc1	16
CCOC(=O)c1csc(NC(=O)c2ccc(S(=O)(=O)N(CC)CC)cc2)n1	6
C[C@H]1CN([C@@H](C)CO)C(=O)Cc2cc(NC(=O)Nc3cccc4ccccc34)ccc2O[C@@H]1CN(C)S(=O)(=O)c1ccccc1	47
O=C(CCc1ccccc1)Nc1cccc(NC(=O)CCc2ccccc2)n1	13
O=C(CSCc1cnn(-c2ccccc2)c1-n1cccc1)N1CCN(c2ccc(F)cc2)CC1	35
C[C@@H]1CN([C@H](C)CO)C(=O)c2cc(NS(=O)(=O)c3cccs3)ccc2O[C@@H]1CN(C)Cc1ccccc1	-10
COC(=O)CCCCCCC(=O)N/N=C/[C@H](O)[C@@H](O)[C@H](O[C@@H]1O[C@H](CO)[C@H](O)[C@H](O)[C@H]1O)[C@H](O)CO	-15

Some values from the list:
Entry of C[C@@H]1CN([C@H](C)CO)C(=O)c2cc(NS(=O)(=O)c3cccs3)ccc2O[C@@H]1CN(C)Cc1ccccc1 under U2OS ROS induce: -10
Entry of C[C@H](CO)N1C[C@H](C)[C@H](CN(C)C(=O)Nc2ccccc2)Oc2ccc(NS(=O)(=O)c3ccccc3)cc2CC1=O under U2OS ROS induce: -12
Entry of CC(=O)N1N=C(c2ccc3ccccc3c2)OC12CCCC2 under U2OS ROS induce: 12
Entry of C[C@H](CO)N1C[C@H](C)[C@H](CN(C)Cc2ccc(C(=O)O)cc2)Oc2ccc(NC(=O)Nc3ccc4c(c3)OCO4)cc2C1=O under U2OS ROS induce: 7
Entry of Cc1ccc(S(=O)(=O)N(C)C[C@@H]2Oc3c(NC(=O)c4nc5ccccc5s4)cccc3C(=O)N([C@@H](C)CO)C[C@@H]2C)cc1 under U2OS ROS induce: 16

Not all compounds are listed (hit frequency here may not be typical).
